APOBEC3A inh: human APOBEC3A DNA deaminase inhibition | recombinant A3A, FAM/TAMRA ssDNA deamination fluorescence | inhibition, % at 20 µM | AID 493011 | 330,000 compounds, 0.41% hits;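 active means at least 40% inhibition at 20 µM here, with at most 30% in a related deaminase screen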;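 further: plate controls were A3A with DMSO for no effect and wells lacking A3A enzyme for full effect; some results filed as inactive read as strong as hits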
Target sequence (P31941 whole entry, looked up): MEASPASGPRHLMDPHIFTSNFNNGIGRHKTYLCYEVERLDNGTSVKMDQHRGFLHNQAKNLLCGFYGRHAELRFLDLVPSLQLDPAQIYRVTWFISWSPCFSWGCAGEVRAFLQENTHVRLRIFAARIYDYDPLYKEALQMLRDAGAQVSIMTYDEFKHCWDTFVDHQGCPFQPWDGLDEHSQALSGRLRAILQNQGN
hIAP inh: human IAP inhibition; P09923; AID 2544; inhibition, % at 10 µM; 330,000 compounds, 0.12% hits; purified IAP, CDP-Star luminescence, 30 min;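 active means inhibition reaching a set limit with compound at 10 µM in the primary screen, cut at about 35% in these data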;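 further: plate controls were DMSO wells with enzyme for no effect and no-enzyme buffer wells for full effect; values of inactives mirror those of a sister screen read the other way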
SENP1 FRET inh: SENP1 (human) catalytic domain inhibition. Q9P0U3. recombinant SENP1 catalytic domain, CyPet-SUMO1-YPet FRET cleavage. inhibition, % at 10 µM. 360,000 compounds, 0.21% hits. AID 624204;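 active means inhibition at least 30% at 10 µM, raw YFP signal under a set limit, fluorescence ratio 0.5 to 1.5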;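 further: 0% = enzyme with DMSO and 100% = no enzyme wells; some results filed as inactive read as strong as hits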
Target sequence (Q9P0U3 419-644 limits assumed): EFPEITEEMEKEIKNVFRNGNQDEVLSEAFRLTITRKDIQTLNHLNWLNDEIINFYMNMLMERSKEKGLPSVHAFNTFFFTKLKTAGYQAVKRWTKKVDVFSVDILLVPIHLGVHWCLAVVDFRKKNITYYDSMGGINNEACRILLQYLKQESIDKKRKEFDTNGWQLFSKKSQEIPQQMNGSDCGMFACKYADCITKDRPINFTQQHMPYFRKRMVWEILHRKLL
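Test system: recombinant human SENP1 catalytic domain, His6-tagged / Medium: pH 8 Tris buffer with EDTA, NaCl, BME, BSA, NP40, catalase / Also added: SUMO1 FRET substrate flanked by Cypet and Ypet, 25 nM / Times: 50 min reaction at room temperature / Signal: FRET, CFP and YFP emission / Control set: no-enzyme low control and enzyme-plus-DMSO high control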
mIAP activ: increases mouse intestinal alkaline phosphatase activity. AID 2805. 330,000 compounds, 0.24% hits. muIAP, CDP-Star luminescence, 30 min; active compounds read high; 1 = vehicle-only enzyme signal, 0 = enzyme-free wells. activation factor at 10 µM;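 active means activation factor of at least 2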; further: the source names both 10 and 20 µM as test concentration; values of inactives mirror those of a sister screen read the other way
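System: Mouse IAP enzyme | Also added: CDP-Star substrate | Dosing: Compounds dispensed in DMSO | Schedule: 30 min enzyme-substrate-compound incubation at room temperature | Technique: Chemiluminescence readout | Control set: DMSO-only wells and no-enzyme negative control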
mIAP block: blocks mouse intestinal alkaline phosphatase. purified mouse IAP, CDP-Star luminescence, 30 min. 330,000 compounds, 0.2% hits. inhibition, % at 10 µM;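 active means inhibition of at least 40% at 10 µM in the primary screen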;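 further: plate controls were DMSO with enzyme for no effect and no enzyme wells for full effect; values of inactives mirror those of a sister screen read the other way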
A3G deaminase: inhibitors of human APOBEC3G DNA deaminase; 330,000 compounds, 0.28% hits; inhibition, % at 20 µM; recombinant A3G, ssDNA deamination FAM/TAMRA fluorescence;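 active means inhibition of at least 40% at 20 µM, with no more than 30% in the related APOBEC3A deaminase screen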;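 further: plate controls were DMSO wells with A3G for no effect and wells lacking A3G enzyme for full effect; some compounds called inactive have numbers as strong as hits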
Target sequence (Q9HC16 whole entry, looked up): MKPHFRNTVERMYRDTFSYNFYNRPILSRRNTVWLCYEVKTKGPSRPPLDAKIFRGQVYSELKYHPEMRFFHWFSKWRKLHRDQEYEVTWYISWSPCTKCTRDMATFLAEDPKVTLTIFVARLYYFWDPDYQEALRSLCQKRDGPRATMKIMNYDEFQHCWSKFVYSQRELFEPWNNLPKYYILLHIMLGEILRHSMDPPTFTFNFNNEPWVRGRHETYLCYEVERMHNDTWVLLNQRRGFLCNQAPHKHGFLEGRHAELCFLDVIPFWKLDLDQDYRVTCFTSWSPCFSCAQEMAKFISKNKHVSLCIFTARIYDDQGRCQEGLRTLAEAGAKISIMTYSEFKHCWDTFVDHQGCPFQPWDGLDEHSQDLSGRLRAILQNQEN
NALP3 yeast inh: inhibitors of NALP3 inflammasome in yeast; Yeast reconstituted NLRP3/ASC/caspase-1, beta-gal luminescence, 24 h; inhibition, % at 10 µM; 330,000 compounds, 0.39% hits; AID 2825;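 active means inhibition of 50% or more; inactive means inhibition below 50%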;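 further: plate controls were induced DMSO wells for no effect and uninduced yeast grown without galactose for full effect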
MIN6 prolif: MIN6 beta-cell proliferation induction. MIN6 cells proliferation, ATPlite luminescence, 48 h; cells starved in 0.2% serum; 100% = growth in 10% serum. proliferation, % at 10 µM. 330,000 compounds, 0.29% hits;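 active means compounds whose signal lies at least 3.5 SD above the mean of all wells on their plate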;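 further: 0% = DMSO-treated cells in low-serum medium and 100% = 10% serum control; some compounds called inactive have numbers as strong as hits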
hIAP act: human IAP activation | AID 2524 | purified human IAP, CDP-Star luminescence, 30 min; active compounds read high; 1 = vehicle-only enzyme, 0 = enzyme-free background | activation factor at 10 µM | P09923 | 330,000 compounds, 0.16% hits;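 active means activation factor of the enzyme at least 2-fold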; further: the source names both 10 and 20 µM as test concentration; values of inactives mirror those of a sister screen read the other way
Numbers without * were called inactive; . = not tested or not shown; & = joins results of further samples. A portion of the library (hit frequency here may not be typical).

canonical_smiles	APOBEC3A inh	hIAP inh	SENP1 FRET inh	mIAP activ	mIAP block	A3G deaminase	NALP3 yeast inh	MIN6 prolif	hIAP act
CCOc1ccc(NC(=O)CSc2ccc3nnc(-c4ccccn4)n3n2)cc1	-4	-2	0	1	-2	-3	2	-1	1
Cc1ccc(Nc2ccc3nonc3c2[N+](=O)[O-])cc1	-4	11	-3	0.89	11	-4	4	2	0.89
Cc1ccc(-n2nnnc2SCC(=O)NNC(=O)c2ccco2)cc1C	-3	0	-1	0.88	12	-3	-7	-2	1
CCOC(=O)c1c(NC(=O)C(=O)N/N=C/c2ccccc2OC)sc2c1CCCCC2	-2	7	-4	0.97	3	1	-7	0	0.93
CCCn1ccnc1SC(C)C(=O)Nc1c(C)n(C)n(-c2ccccc2)c1=O (stereo not given)	0	-2	2	1	-1	-6	11	-1	1
COC(=O)c1c(-c2ccccc2)csc1NC1=NS(=O)(=O)c2ccccc21	-1	-53	0	1	-4	-2	7	0	1.5
CCOc1ccc(CCNC(=O)COc2cc(=O)n(C)c3ccccc23)cc1OCC	-3	-8	3	0.95	5	-7	15	0	1.1
COc1ccccc1OCCCCN1CCN(c2ccccc2OC)CC1	-2	9	4	0.99	1	-7	1	-1	0.91
C=CCN(CC=C)C(=S)NC(=O)c1ccc(OC)cc1	-10	-14	0	1	-3	-10	19	-3	1.1
O=C(CCCCn1c(=O)c2ccccc2n(Cc2ccccc2)c1=O)NC1CCN(Cc2ccccc2)CC1	-6	0	-2	1	-5	-3	14	-4	1
Cc1cc(C(=O)Nc2c(C)nn(Cc3c(Cl)cccc3Cl)c2C)no1	-3	-24	3	0.97	3	-5	-2	0	1.2
CN1CCN(C(=O)/C(=C/c2ccco2)NC(=O)c2ccccc2)CC1	-3	2	2	0.89	11	-5	13	-2	0.98
O=C(NCC1CCN(Cc2ccccc2F)CC1)Nc1cccc(Br)c1	1	-39	1	3.3*	-226	3	1	-4	1.4
Cn1cnnc1SCC(=O)NC1CCCc2ccccc21 (stereo not given)	2	-4	4	0.88	12	-9	19	-3	1
O=C(C1CCN(S(=O)(=O)c2cccc3cccnc23)CC1)N1CCN(c2ccccn2)CC1	-3	-8	2	0.97	2	-8	17	0	1.1
COc1cc(C(=O)Nc2ccc3c(c2)OCCO3)ccc1-n1cnnn1	1	-3	1	1	-4	0	13	-1	1
COC(=O)c1cc(-c2ccc(S(=O)(=O)N3CCCC3)cc2)c(C(F)(F)F)s1	0	0	0	0.91	9	-1	5	-2	1
Cc1cccc(C(=O)Nc2ccc(N3CCN(C(=O)c4ccco4)CC3)cc2)c1	-4	10	1	0.96	4	-5	5	5	0.9
Cc1ccc(C)c(N(CC(=O)NCc2ccco2)C(=O)CNS(=O)(=O)c2ccccc2)c1	-5	-15	0	1.1	-14	-11	9	1	1.1
CCCCN(C(=O)c1cccc(N2C(=O)c3ccccc3C2=O)c1)c1c(N)n(CC(C)C)c(=O)[nH]c1=O	1	-7	0	1.2	-17	-7	2	1	1.1
O=C(NCCCN1CCOCC1)c1ccc2nc(Cc3ccccc3F)oc2c1	-2	-7	0	0.95	5	-7	2	-2	1.1
CC(=O)c1c(C)[nH]c(C(=O)OCn2nnc3ccccc3c2=O)c1C	-7	6	2	1.1	-10	-4	0	-3	0.94
Cc1ccc(C(=O)NC(=O)CSc2nncn2C)cc1	0	17	0	0.97	2	5	4	2	0.83
C=CCn1c(SCC(=O)NCCCC)nc2scc(-c3ccco3)c2c1=O	2	-12	-15	0.96	4	3	0	-3	1.1
c1ccc(CN2CCC(Nc3ncnc4sccc34)CC2)cc1	0	-4	0	1.1	-5	-7	3	-6	1
CCCCc1c(O)nc(SCC(=O)NCC2CCCO2)[nH]c1=O (stereo not given)	-3	-10	0	0.91	9	-1	14	0	1.1
O=S(=O)(NCc1nc2ccccc2[nH]1)c1ccccc1	-1	-43	-2	0.87	13	-7	16	0	1.4
S=C(Nc1ccc(Br)cc1)N1CCN(c2ccccn2)CC1	-3	8	1	1.1	-7	-7	19	-4	0.92
CC(=O)C1=C(O)C(=O)N(c2ccc(F)cc2)C1c1ccc(C)cc1 (stereo not given)	-7	-1	-4	1.1	-8	-8	27	1	1
CC1CCN(C(=O)C2CCN(c3nnc(-n4cccc4)s3)CC2)CC1	0	-5	2	1	-2	1	2	-1	1
COc1cccc(NC(=O)CN(C)C(=O)c2c(C)noc2C)c1	1	3	2	0.88	12	-3	3	4	0.97
COc1cccc(NC(=O)N2CCN(c3ccc(C(F)(F)F)cn3)CC2)c1	-3	-3	0	0.95	5	-2	11	2	1
Cc1ccc(/C(O)=C2\C(=O)C(=O)N(C)C2c2ccc(F)cc2)cc1 (stereo not given)	-2	-8	2	0.98	2	0	-26	-1	1.1
CC(=O)c1c(C)[nH]c(C(=O)COC(=O)CNS(=O)(=O)c2ccccc2)c1C	0	-9	4	1.1	-8	-5	4	2	1.1
Nc1nnc(CC(=O)N/N=C/c2cc([N+](=O)[O-])cc(Br)c2O)s1	-2	-9	-11	0.53	48*	-8	33	-1	1.1
COC(=O)c1ccc(C(=O)OC)c(NC(=O)CCS(=O)(=O)Cc2ccccc2)c1	-2	-8	0	1	-2	-3	17	0	1.1
O=C(NC(=S)Nc1ccc2[nH]c(=O)[nH]c2c1)c1cncc(Br)c1	1	2	-15	0.88	12	-4	24	0	0.98
CN(CCCC(=O)Nc1ccncc1)S(=O)(=O)c1ccc(Cl)cc1	-2	7	4	0.93	7	-3	-7	-4	0.93
c1ccc(CCN(Cc2ccccc2)Cc2nc(C3CC3)no2)cc1	1	-2	1	0.97	3	0	0	-2	1
O=C1N(Cc2cccnc2)C[C@@H]2C[C@@H](c3cccc(OCc4ccccc4)c3)N3CCC[C@@]123	-5	8	0	0.89	11	-5	-12	-1	0.92
CCOc1ccc(C)cc1S(=O)(=O)NC1CCCCC1	2	10	1	1.1	-10	5	7	5	0.9
COCCOC(=O)C1=C(C)NC(=O)NC1c1cc2c(cc1Br)OCO2 (stereo not given)	-3	6	6	1	0	-10	7	0	0.94
COc1ccc(C(=O)NCC(=O)N/N=C(\C)Cc2ccccc2)cc1	0	11	3	0.97	3	1	2	-3	0.89
C=CC[C@H](CC(=O)N[C@H](CO)Cc1ccccc1)C(=O)N[C@@H](COC(=O)[C@@H](CC=C)Cc1ccc(F)cc1)Cc1c[nH]c2ccccc12	2	-20	-1	1.1	-11	-5	8	-6	1.2
O=C(CSc1nc2c(cnn2-c2ccc(F)cc2)c(=O)[nH]1)N1CCCCC1	3	-8	-4	0.93	7	5	20	-4	1.1
Cc1ccc(C(=O)Nc2ccccc2C(=O)NCc2ccccc2)cc1	5	22	1	1	-1	-1	23	0	0.78
O=S(=O)(c1cc(F)ccc1F)N1CCN2CCCC2C1 (stereo not given)	-6	5	-1	0.98	2	12	11	0	0.95
CCn1c(=N)c(S(=O)(=O)c2ccc(C)cc2)cc2c(=O)n3ccccc3nc21	1	2	.	0.87	13	-1	17	5	0.98
COc1cccc(-n2c(SCC(=O)NCC3CCCO3)nc3c(c2=O)SCC3)c1 (stereo not given)	-4	8	-1	0.97	3	-4	8	1	0.92
COc1ccc(CC(=O)NC(C)c2nnc(SCC(=O)Nc3ccccc3)n2C)cc1 (stereo not given)	0	-6	2	1	0	-6	14	1	1.1
COc1ccc(C2=NOC3(CC(=O)N(c4ccc(Cl)cc4)C3=O)C2)c(OC)c1 (stereo not given)	5	8	3	0.99	1	1	-5	-4	0.92
CCOC(=O)CCNC(=O)CCNC(=O)C(c1ccccc1)c1ccccc1	1	-6	1	1	-1	0	-2	1	1.1
CCCNc1nc(N2CCOCC2)nc(N2CCOCC2)n1	1	0	1	1	-1	-3	6	-1	1
CCc1ccc2oc(-c3ccc(NC(C)=O)cc3)nc2c1	0	7	1	0.95	4	-3	32	-3	0.93
O=C(NCc1cccnc1)c1cccs1	2	11	0	0.94	6	-6	-1	1	0.89
COc1ccc(CN2CNc3c(c(=O)n(C)c(=O)n3C)C2)cc1	-7	-15	2	0.96	4	-10	-1	-1	1.2
CC(=O)c1cccc(S(=O)(=O)N2CCCC(c3nc4c(nnn4Cc4ccc(C)cc4)c(=O)[nH]3)C2)c1 (stereo not given)	2	8	1	0.93	7	3	22	0	0.92
CN(C(=O)COC(=O)CCc1nc2ccccc2c(=O)[nH]1)C1CCS(=O)(=O)C1 (stereo not given)	-4	-4	0	0.96	4	-7	20	-4	1
COc1cc2oc(=O)cc(C)c2c(OC)c1OC	1	16	0	0.95	5	0	5	-1	0.84
CCOc1ccc(C(=O)OCC(=O)N(Cc2ccccc2)Cc2ccccc2)cc1OC	-2	2	3	0.97	3	-4	6	-1	0.98

New compounds follow:
canonical_smiles	APOBEC3A inh	hIAP inh	SENP1 FRET inh	mIAP activ	mIAP block	A3G deaminase	NALP3 yeast inh	MIN6 prolif	hIAP act
CC(C)Oc1ccc(C(=O)Nc2ccc(N3CCN(C(=O)c4ccco4)CC3)cc2)cc1	-5	-1	-1	0.96	4	-15	23	3	1
Cc1cccc(N2CCN(C(=O)c3ccc(Cl)c(NC4=NC5CS(=O)(=O)CC5S4)c3)CC2C)c1 (stereo not given)	-6	-12	0	0.96	4	-9	10	5	1.1
CSCC[C@H](NC(=O)N1CCn2c1nc1ccccc12)C(=O)N[C@H](Cc1ccccc1)C(=O)O	0	-22	-1	0.94	6	-2	20	-3	1.2
COc1ccc(Nc2ccc(N3C(=O)CC(C)C3=O)cc2[N+](=O)[O-])cc1OC (stereo not given)	10	4	2	1	0	8	18	2	0.96
COc1ccc(-c2sc3cc4c(cc3c2-c2ccc(OCCN3CCCCC3)cc2)OCO4)cc1	10	.	1	0.98	2	4	.	.	.
COC(=O)c1ccc(CSc2nnc3nc(C)cc(C)n23)cc1	-1	-10	1	0.97	3	-6	-7	1	1.1
O=C(NCc1ccco1)Nc1cccs1	0	18	-2	0.94	6	1	23	-1	0.82
COc1ccc(CC(=O)O/N=C(\N)c2ccccc2)cc1OC	-1	-2	2	1	-2	-6	16	-3	1
C#CC(C)(CC)NC(=O)c1cc2nc(C3CC3)cc(C(F)(F)F)n2n1 (stereo not given)	1	2	-1	0.94	6	-1	22	2	0.98
CCOCCCNC(=O)CSc1ccccc1	-4	6	0	0.94	6	-5	-14	5	0.94
COc1cc(NC(=O)c2cncc(-c3ccc(C#N)cc3)c2)cc(C(=O)Nc2cccc(C(F)(F)F)c2)c1	4	-8	-14&-8	0.98	2	12	37	-6	1.1

3 entries out of the list, ordered by number of heavy atoms, low to high.
canonical_smiles	APOBEC3A inh	hIAP inh	SENP1 FRET inh	mIAP activ	mIAP block	A3G deaminase	NALP3 yeast inh	MIN6 prolif	hIAP act
COC(=O)c1ccc(CSc2nnc3nc(C)cc(C)n23)cc1	-1	-10	1	0.97	3	-6	-7	1	1.1
COc1ccc(Nc2ccc(N3C(=O)CC(C)C3=O)cc2[N+](=O)[O-])cc1OC (stereo not given)	10	4	2	1	0	8	18	2	0.96
Cc1cccc(N2CCN(C(=O)c3ccc(Cl)c(NC4=NC5CS(=O)(=O)CC5S4)c3)CC2C)c1 (stereo not given)	-6	-12	0	0.96	4	-9	10	5	1.1
